# Screens (PubChem BioAssay)
# Tau FP inhib: inhibitors of human tau fibril formation. K18 P301L tau heparin fibrillization, Alexa594 FP, 6 h. Potency, µM (highest dose often 57.7 µM), for the others: top-dose activity, negative = inhibition, hits mostly inhibitors. 0.39% of 280,000 active; also: % is scaled to controls: 0 for no effect and ±100 for the full control effect; nearly all actives have a fitted effect of over 55% in size
# Target sequence (P10636 561-689 P618L limits assumed): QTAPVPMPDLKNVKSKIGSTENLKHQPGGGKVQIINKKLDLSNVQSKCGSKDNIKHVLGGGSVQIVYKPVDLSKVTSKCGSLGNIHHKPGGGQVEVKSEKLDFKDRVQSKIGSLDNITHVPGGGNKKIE
#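 Recombinant K18 P301L […], labeled with Alexa 594 at 0.24 uM over 15 uM unlabeled; heparin inducer 20 uM final; 37 C, 6 hr; FP endpoint.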
# JMJD2E inh: inhibitors of human JMJD2E histone demethylase; JMJD2E catalytic domain, FDH-coupled NADH fluorescence (FDH is formaldehyde dehydrogenase); 1.6% of 230,000 active; Potency, µM (highest dose often 57.1 µM), for the others: at the top dose activity change, negative = inhibition, actives largely listed as inhibitors; B2RXH2; active = well fitted inhibition curve with a large enough effect, not every such curve was filed as active; inconclusive = small, poorly fitted or top-dose-only effect, or another doubt; inactive = no such curve, though single readings can be large or run the other way;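 also: 0% = wells with enzyme and -100% = buffer wells without enzyme; nearly all actives have a fitted effect of over 50% in size; many of its hits are not listed in these tables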
# Target sequence (B2RXH2 1-337 limits assumed): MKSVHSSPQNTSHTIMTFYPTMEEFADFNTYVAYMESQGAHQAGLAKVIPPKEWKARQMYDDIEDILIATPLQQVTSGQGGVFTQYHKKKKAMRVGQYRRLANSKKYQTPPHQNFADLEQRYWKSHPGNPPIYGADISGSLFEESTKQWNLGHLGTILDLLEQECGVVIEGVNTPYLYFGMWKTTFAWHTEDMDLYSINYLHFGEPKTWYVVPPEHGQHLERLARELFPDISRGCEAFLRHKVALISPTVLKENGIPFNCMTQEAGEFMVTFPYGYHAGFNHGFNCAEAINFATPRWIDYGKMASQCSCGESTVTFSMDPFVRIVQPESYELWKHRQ
# SMN2 splice enh: enhancers of SMN2 splice variant expression; HEK293 SMN2-luciferase splicing reporter, luminescence, 30-36 h; Potency, µM (top dose mostly 46.1 µM), for inactives: at the top dose activity change, positive = activation, usual class: activators; 2.8% of 210,000 active; also: % of control where 0% means no effect; nearly all actives have a fitted effect of over 55% in size
#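 HEK293 cells carry an SMN2 minigene-luciferase reporter in which exon 7 inclusion puts luciferase in frame. Cells were seeded at 2000 cells/well, attached for 10-12 hours, then exposed to compounds for 30-36 hours at 37C before ONE-Glo luminescence.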
# HTT ATP protect: cytoprotection in Huntington HTT-Q103 PC12 cell model. PC12 HTT-Q103 induced, cytoprotection, ATP luminescence, 40 h. Potency, µM (top dose mostly 56.4 µM), inactives show cytoprotection (ATP increase), usual class: activators. 0.14% of 230,000 active. AID 1471;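 also: % of control where 0% means no effect; nearly all actives have a fitted effect of over 45% in size; toxic huntingtin expression switched on by the ecdysone agonist tebufenozide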
#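 Compounds added alongside 100 nM tebufenozide, which induces toxic Q103 huntingtin exon 1-GFP in stable PC12 cells; surviving cells quantified by luminescent ATP measurement. Medium: phenol red-free DMEM, 5% equine and 5% calf serum.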
# Tau fluor cs: counter-screen for tau fibril formation inhibitors; tau K18 P301L Alexa594 fluorescence, heparin fibrillization; Potency, µM (series often up to 57.7 µM), without a hit: at the top dose activity change, negative = decrease; 0.93% of 280,000 active; AID 1463; also: % is scaled to controls: 0 for no effect and ±100 for the full control effect; nearly all actives have a fitted effect of over 55% in size
#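 Human tau K18 P301L (15 uM unlabeled, 0.24 uM Alexa 594-labeled) in 100 mM sodium acetate pH 7 with 20 uM heparin, 6 hr at 37 C. ThT 30 uM added, 1 hr ambient; Alexa 594 FP and total fluorescence read at 555/632 nm.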
# HTT aggregate: reduces HttQ103-GFP aggregates in PC12 cells; Potency, µM (top dose mostly 46.1 µM), inactives show top-dose activity change, negative = inhibition, usual class: inhibitors; 1.1% of 220,000 active; AID 1688; PC12 HttQ103-GFP aggregates, Acumen cytometry, 40 h; also: % is scaled to controls: 0 for no effect and ±100 for the full control effect; nearly all actives have a fitted effect of over 60% in size
#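 Huntingtin Q103 exon 1–GFP aggregates in induced PC12 cells (100 nM tebufenozide) were quantified by cytometry from lysates, with compounds dosed in titration.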
# ALDH1A1 block: blocks purified human ALDH1A1 activity; Purified ALDH1A1, NADH fluorescence, propionaldehyde substrate; 7.3% of 220,000 active; Potency, µM (top dose mostly 75.3 µM), without a hit: top-dose activity, negative = inhibition, actives largely listed as inhibitors; AID 1030; P00352; active = well fitted inhibition curve with a large enough effect, not every such curve was filed as active; inconclusive = small, poorly fitted or top-dose-only effect, or another doubt; inactive = no such curve, though single readings can be large or run the other way;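 also: plate controls were no enzyme wells and a reference inhibitor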
# Target sequence (P00352 whole entry, looked up): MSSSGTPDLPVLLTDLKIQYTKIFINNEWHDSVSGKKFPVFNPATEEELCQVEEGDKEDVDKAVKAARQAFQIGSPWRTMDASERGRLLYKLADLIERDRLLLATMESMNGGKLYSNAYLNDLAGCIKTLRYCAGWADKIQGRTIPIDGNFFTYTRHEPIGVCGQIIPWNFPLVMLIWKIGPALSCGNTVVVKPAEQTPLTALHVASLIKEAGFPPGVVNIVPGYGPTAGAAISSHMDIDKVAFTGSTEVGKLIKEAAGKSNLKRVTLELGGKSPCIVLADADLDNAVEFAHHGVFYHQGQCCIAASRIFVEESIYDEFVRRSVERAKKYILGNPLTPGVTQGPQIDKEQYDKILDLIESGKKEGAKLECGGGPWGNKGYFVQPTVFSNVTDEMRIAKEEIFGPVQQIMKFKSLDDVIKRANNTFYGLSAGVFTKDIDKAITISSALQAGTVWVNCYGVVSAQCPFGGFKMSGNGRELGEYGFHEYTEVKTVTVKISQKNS
# Tau ThT inhib: inhibitors of human tau fibril formation, thioflavin T binding; P10636; recombinant tau K18 P301L, heparin-induced fibrillization, ThT fluorescence; Potency, µM (top dose mostly 57.4 µM), without a hit: top-dose activity, negative = inhibition, most hits filed as inhibitors; 2.1% of 270,000 active; also: % is scaled to controls: 0 for no effect and ±100 for the full control effect; nearly all actives have a fitted effect of over 55% in size
#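 ThT emission at 510 nm, taken 1 hr after adding 30 uM dye, quantifies aggregates formed when 20 uM heparin acts on human tau K18 P301L for 6 hr at 37 C.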
# Active calls of the source: *; ? = inconclusive; . = no result given; [ ] = another dose, or the depositor's remark. Unless noted, calls follow the shape of the dose curve; as a rule, active = well fitted curve in the direction sought with a large enough effect; inconclusive = small, poorly fitted or top-dose-only effect, or another doubt; inactive = no such curve, though single readings can be large; an effect the other way counts as inactive or inconclusive. Potency is read from the fitted curve at half-maximal effect.
SMILES,Tau FP inhib,JMJD2E inh,SMN2 splice enh,HTT ATP protect,Tau fluor cs,HTT aggregate,ALDH1A1 block,Tau ThT inhib
C=CCSc1nnc2n(-c3ccccc3OC)c(=O)c3c4c(sc3n12)CCC4,0.0%,-25.0%,14.9%,13.5%,-5.5%,-3.6%,-3.3%,-8.2%
C#CCOCCOCCOCCNc1nc(N2CCN(C(=O)[C@H]([C@@H](C)CC)n3cc([C@@H](N)CO)nn3)CC2)nc(N2CCN(C(=O)[C@H]([C@@H](C)CC)n3cc([C@@H](N)Cc4ccc(O)cc4)nn3)CC2)n1,1.1%,3.5%,.,21.4%[10 µM],-0.9%,-13.6%[9.22 µM],-2.6%,-4.8%
COc1ccc(CCNC(=O)c2ccc3c(c2)N(Cc2ccc(F)cc2)CCS3)cc1OC,14.7%,.,5.8%,.,?,.,.,-9.4%
CC(=O)Nc1nonc1-c1nc2ccccc2n1Cc1nnc(C)o1,-0.6%,?,-10.8%,-2.6%,-7.8%,14.6%,?,-12.7%
O=C(c1ccco1)N1CCN(C(c2ccc(F)cc2)c2nnnn2CC2CCCO2)CC1 (stereo unspecified),-8.9%,-1.4%,0.3%,17.3%[10 µM],4.3%,3.7%,?,8.5%
CC(C)C(=O)Nc1ccc(N2CCCC2)cc1,2.2%,-28.1%,-7.2%,1.5%,-29.8%,3.3%,-18.5%,?
CC(=O)N1CCCc2cc(S(=O)(=O)N3CCC(C)CC3)ccc21,4.4%,0.4%,26.7%,.,12.2%,19.3%,-15.7%,7.5%
Cc1ccccc1NC(=O)NCc1ccco1,5.8%,-9.3%,-10.1%,-15.5%[0.074 µM],0.9%,-14.6%,-11.0%,-2.3%
COc1ccccc1CN1CCNC(=O)C1CC(=O)NCCc1cnccn1 (stereo unspecified),-7.4%,-10.4%,.,-6.8%,2.6%,7.0%,-9.1%,-7.1%
COc1ccc(NC(=S)Nc2cc(-c3ccccc3)[nH]n2)cc1Cl,-26.6%,-11.7%,10.6%,4.2%[10 µM],?,2.8%,10µM*,1.0%
Nc1nc(N)c(C=Nc2ccc(Br)cc2)c(Nc2ccc(Br)cc2)n1,?,-2.8%,.,35.1%[10 µM],10µM*[quencher],8.4%[9.22 µM],5.5%,28.2µM*
CC1CC(C)CN(CCCOc2ccccc2[N+](=O)[O-])C1 (stereo unspecified),-0.5%,7.8%,-2.4%,23.8%[10 µM],8.7%,8.6%,?,9.9%
Cc1ccc(/C=N/Nc2ccc3c(C(F)(F)F)cc(C(F)(F)F)nc3n2)cc1,-0.5%,1.1%,-1.6%,14.2%,-3.6%,20.5%,-0.2%,-1.2%
O=C(/C=C/c1nc2ccccc2s1)N1CCCCCC1,2.1%,?,.,-72.6%[inhibitor],-4.2%,10.5%,?,-11.0%
C=CCn1c(=N)n(CC(=O)O)c2ccccc21,4.1%,-1.3%,8.1%,13.5%,1.7%,-1.0%,7.6%,-5.3%
CCOC(=O)/C(=N/Nc1ccccc1)c1csc(Nc2ccccc2)n1,?,-10.1%,7.0%,-20.0%,7.08µM*[quencher],1.1%,9.0%,?
CCC(=O)N(CC(=O)Nc1sc(C)c(C)c1C(N)=O)Cc1ccc(F)cc1,-3.3%,-3.1%,.,20.0%[10 µM],7.9%,-13.0%[9.22 µM],.,5.1%
O=S(=O)(NCc1csc(-c2cccs2)n1)c1ccccc1,-4.4%,?,.,9.2%[10 µM],-6.2%,-5.3%[9.22 µM],.,-1.8%
CCCNC(=O)CN1C(=O)COc2ccc(S(=O)(=O)N3CCCC3)cc21,3.2%,.,-1.5%,.,-4.4%,.,.,-1.1%
COc1cc(C(=O)Oc2c(Sc3ccc(C)cc3)c(C)nn2-c2ccccc2)cc(OC)c1OC,-14.6%,.,-1.3%,.,-19.5%,.,.,?
CN(C)C(=O)COc1ncnc2scc(-c3ccc(F)cc3)c12,5.7%,0.9%,0.4%,-14.4%,6.1%,-7.6%,5.2%,4.1%
Cc1ccc(OCCN2CCN(CC(O)Cn3c4ccccc4c4ccccc43)CC2)cc1 (stereo unspecified),-5.7%,8.91µM*,-111.3%[inhibitor],-21.7%[10 µM],-28.1%,?,?,?
Cc1ccc(NC(=O)C(Nc2ccccc2)c2ccccc2)cc1 (stereo unspecified),9.9%,2.7%,5.4%,-5.6%[10 µM],-26.2%,0.4%,-9.2%,3.5%
Cc1ccccc1S(=O)(=O)Nc1ncnc2scc(-c3ccccc3)c12,-2.3%,4.5%,-0.4%,1.5%[10 µM],4.6%,32.8%,2.9%,-3.7%
CCN(CC)S(=O)(=O)c1ccc(N2CCOCC2)c(NC(=O)COc2ccccc2C#N)c1,3.9%,-8.4%,5.4%,-21.9%,-7.6%,-8.4%,12.6µM*,1.0%
CCOC(=O)c1ccc(NC(=O)NC2CC3CCC(C2)N3Cc2nnnn2C(C)(C)C)cc1 (stereo unspecified),-15.3%,-1.9%,-15.9%,4.9%,-12.4%,7.1%,?,-6.7%
O=C(Nc1cccc(C(F)(F)F)c1)c1cc(-c2ccc(Cl)cc2)on1,-11.6%,.,-9.1%,.,-5.5%,.,.,-9.2%
COc1ccccc1CNC(=O)Cn1cc2c(n1)CCCC2,-2.7%,-0.3%,-18.5%,8.7%,-6.2%,-6.1%,-0.5%,?
COc1ccc(-c2nc(CSCC(=O)NCc3ccccc3Cl)c(C)o2)cc1OC,-5.4%,.,-22.3%,.,-9.1%,.,.,-17.4%
Oc1ccc(Nc2nc3ccccc3nc2Nc2ccc(O)cc2)cc1,?,-18.0%,-4.3%,?,7.08µM*[quencher],?,?,15.8µM*
Cc1occc1C(=O)N/N=C/C=C/c1ccccc1[N+](=O)[O-],2.8%,-2.9%,-10.9%,-55.8%[inhibitor],-24.6%,8.6%,-7.4%,?
COc1ccc(CC(=O)N/N=C/c2ccc(-c3cccc(C(=O)O)c3)o2)cc1OC,-2.6%,?,.,-5.4%[10 µM],-16.5%,-8.6%[9.22 µM],.,?
COc1ccc(COc2ccsc2C(=O)Nc2ccc(Cl)c(Cl)c2)cc1,-11.1%,?,-12.8%,-30.5%,-12.6%,-26.7%,5.6%,-13.9%
Cc1ccc(NC(=O)c2ccc(-n3cncn3)c([N+](=O)[O-])c2)cc1,-2.3%,4.0%,-7.8%,12.5%[10 µM],-24.1%,7.7%,0.1%,-17.8%
O=C(NCc1ccncc1)c1cccc(Cn2cc(Br)cn2)c1,-6.8%,-12.4%,.,-10.9%,-12.6%,1.4%,2.9%,-11.9%
COc1ccccc1/C=C/C(=O)NC(=S)Nc1ccc(S(=O)(=O)N(C)c2ccccc2)cc1,-1.5%,2.5%,-13.5%,-15.7%,-3.6%,14.3%,28.2µM*,-7.0%
CCOc1ccccc1C(=O)NC(C(=O)OCC(=O)Nc1nnc(-c2ccccc2)o1)C(C)C (stereo unspecified),4.2%,-1.8%,-9.5%,6.5%[10 µM],10.0%,-5.9%,?,-9.3%
O=C(Nc1cnn(Cc2ccc(F)cc2)c1)c1cnn2c(C(F)F)cc(-c3ccccc3)nc12,3.3%,-4.2%,.,22.2%[10 µM],-27.7%,-15.0%[9.22 µM],.,.
COCCNC(=O)CSc1nc2cc(OC)c(OC)cc2c(=O)n1CCc1ccc(S(N)(=O)=O)cc1,0.1%,2.3%,7.6%,-10.4%,-2.4%,1.4%,-3.4%,4.4%
CCN(CC)c1ccc(/C=C(\C#N)C(=O)NCc2ccco2)cc1,6.4%,-1.5%,5.5%,5.0%[10 µM],?,11.2%,31.6µM*,?
COC(=O)c1ccc(NC(=O)C2CC(=O)N(c3cc(C)ccc3C)C2)cc1 (stereo unspecified),5.9%,-3.5%,-5.7%,24.3%[10 µM],-0.9%,13.5%,-0.3%,-13.8%
Cc1oc2cc(OC(C)C(=O)O)ccc2c(=O)c1Oc1ccccc1 (stereo unspecified),7.3%,10.7%,-1.8%,6.8%,6.7%,-6.5%,-3.1%,-5.2%
CC(CNC(=O)C(=O)NC(C)CCc1ccccc1)Cc1ccccc1 (stereo unspecified),-1.7%,-0.7%,-5.3%,-23.7%,-0.8%,-3.1%,7.3%,-3.7%
Cc1cc(OCC(=O)N(C)c2ccccc2)cc2c1C(=O)CC(C)(C)O2,1.1%,?,.,12.4%[10 µM],-13.4%,13.7%[9.22 µM],-17.2%,-14.0%
NC(=O)CSc1cn(Cc2cccc(F)c2)c2ccccc12,7.2%,-18.6%,17.4%,.,-6.1%,4.0%,-8.5%,6.9%

# Some of these compounds in order of the HTT aggregate value, largest number first:
canonical_smiles,HTT aggregate
Cc1occc1C(=O)N/N=C/C=C/c1ccccc1[N+](=O)[O-],8.6%
O=C(NCc1ccncc1)c1cccc(Cn2cc(Br)cn2)c1,1.4%
CC(CNC(=O)C(=O)NC(C)CCc1ccccc1)Cc1ccccc1 (stereo unspecified),-3.1%

# As a working copy, some entries already given.
SMILES,Tau FP inhib,JMJD2E inh,SMN2 splice enh,HTT ATP protect,Tau fluor cs,HTT aggregate,ALDH1A1 block,Tau ThT inhib
Cc1occc1C(=O)N/N=C/C=C/c1ccccc1[N+](=O)[O-],2.8%,-2.9%,-10.9%,-55.8%[inhibitor],-24.6%,8.6%,-7.4%,?
COc1ccc(CC(=O)N/N=C/c2ccc(-c3cccc(C(=O)O)c3)o2)cc1OC,-2.6%,?,.,-5.4%[10 µM],-16.5%,-8.6%[9.22 µM],.,?

# Later entries.
SMILES,Tau FP inhib,JMJD2E inh,SMN2 splice enh,HTT ATP protect,Tau fluor cs,HTT aggregate,ALDH1A1 block,Tau ThT inhib
Cn1c(SCc2ccccc2)nnc1-c1cccs1,-0.5%,-0.3%,20.9%,-29.8%,-2.9%,-12.9%,10.3%,-3.6%
O=C(Nc1ccc(N2CCN(C(=O)c3ccco3)CC2)cc1)c1ccccc1F,4.4%,?,3.2%,-11.7%,-9.5%,-4.9%,?,?
COc1ccc(CCNc2nc3c(-c4cccc(C(F)(F)F)c4)nnn3c3ccccc23)cc1OC,?,.,3.8%,.,-27.2%,.,.,-10.0%
CCOC(=O)N1CCC(NC(=O)c2ccc(N3CCC4(CC3)OCCO4)c([N+](=O)[O-])c2)CC1,1.0%,-16.6%,-68.6%[inhibitor],-31.0%[inhibitor],-7.5%,?,-4.7%,?

# These rows are one share of the data; the hit share may differ from the screen's.
